Bioassay records (PubChem)
FLuc counter = qHTS profiling assay for firefly luciferase inhibitor/activator using purifed enzyme and Km concentrations of substrates (counterscreen for miR-21 project); Potency, µM (series often up to 57.5 µM), without a hit: at the highest dose activity change, negative = inhibition, usual class: inhibitors; AID 588342, 2011; Luciferin 4-monooxygenase (Photinus pyralis), P08659; 6.9% of 360,000 active; purified FLuc, Km substrates, luminescence inhibition;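 note: plate controls were vehicle for no effect and reference inhibitor for full effect; nearly all actives have a fitted effect of over 55% in size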
Target sequence (P08659 whole entry, looked up): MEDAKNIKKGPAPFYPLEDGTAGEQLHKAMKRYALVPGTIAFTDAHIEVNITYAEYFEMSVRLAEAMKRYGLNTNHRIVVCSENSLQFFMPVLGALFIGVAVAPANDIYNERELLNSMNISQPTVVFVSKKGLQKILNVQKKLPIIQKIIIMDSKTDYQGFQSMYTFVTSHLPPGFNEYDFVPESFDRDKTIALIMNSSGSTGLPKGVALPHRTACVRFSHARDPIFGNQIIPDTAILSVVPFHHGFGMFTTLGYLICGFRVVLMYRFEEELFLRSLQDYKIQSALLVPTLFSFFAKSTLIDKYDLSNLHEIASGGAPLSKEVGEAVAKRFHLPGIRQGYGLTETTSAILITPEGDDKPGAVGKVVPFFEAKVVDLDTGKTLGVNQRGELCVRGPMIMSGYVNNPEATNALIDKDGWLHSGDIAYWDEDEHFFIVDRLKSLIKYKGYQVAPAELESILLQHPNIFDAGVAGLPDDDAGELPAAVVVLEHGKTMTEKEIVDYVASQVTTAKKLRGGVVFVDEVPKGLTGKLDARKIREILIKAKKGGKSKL
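Purified P. pyralis luciferase, 10 nM final, with Km-level 10 uM D-luciferin and 10 uM ATP in 50 mM Tris acetate pH 7.5, 10 mM Mg acetate, 0.01% Tween-20, 0.05% BSA; 6-point qHTS titration about 60 µM downward; luminescence read.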
BRCA1 expr act = qHTS Assay to Identify Small Molecule Activators of BRCA1 Expression. MCF7-BRCA1-FFLuc reporter, luminescence, 48 h; response scale: scaled: vehicle 0%, 10 µM genistein 100%. Potency, µM (titrated, usually from 46.1 µM), without a hit: at the highest dose activation, hits mostly activators. 1.1% of 380,000 active; note: nearly all actives have a fitted effect of over 80% in size; some results filed as inactive show a strong effect at the top dose
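Luminescence from a BRCA1-driven firefly luciferase in MCF7 cells was the read-out, taken 15 min after substrate addition following 48 h compound exposure at 37 °C. Data were normalized to a 10 microM genistein control and DMSO vehicle.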
The depositor's hits bear a star; ? = inconclusive. Calls come from the whole dose curve; as a rule, active = well fitted curve in the direction sought with a large enough effect; inconclusive = small, poorly fitted or top-dose-only effect, or another doubt; inactive = no such curve, though single readings can be large; an effect the other way counts as inactive or inconclusive. Potency is the fitted concentration of half-maximal effect. The list is partial; count on the stated rates, not on these rows.

SMILES	FLuc counter	BRCA1 expr act
COc1cc(Cl)c(NS(=O)(=O)c2ccc3[nH]c(=O)ccc3c2)c(OC)c1	-3%	0%
COc1ccc(NC(=O)c2cnc[nH]2)cc1	?	0%
Cc1ccc(-c2nn3c(=O)cc(CN4CCN(C(=O)Nc5cc(Cl)ccc5C)CC4)nc3s2)cc1	-7%	5%
COc1ccc(OC)c(CCNC(=O)c2csc3c2CCCCC3)c1	-17%	13%
CCS(=O)(=O)N1CCc2cc(C(=O)N3CCN(c4ccccc4)CC3)ccc21	2%	0%
CCOc1ccc(-n2c(=O)c3c4c(sc3n(CC(=O)NC(C)CC)c2=O)CCCCC4)cc1 (centres undefined)	-7%	2%
Cc1cccc(NC(=O)c2cc(-c3ccc4c(c3)OCCO4)on2)c1	0.19µM*	0%
CCn1c(=O)cc(SCC(=O)NCCc2cc(OC)ccc2OC)c2ccccc21	3%	-11%
CCOc1ccccc1CNS(=O)(=O)c1ccc2[nH]c(=O)ccc2c1	3%	15%
Cc1ccccc1-c1nc(CS(=O)(=O)CC(=O)N2CCN(c3ccccc3)CC2)c(C)o1	-17%	0%
Cc1ccc(N(CC(=O)Nc2ccc(C)c(F)c2)S(=O)(=O)c2c(C)n[nH]c2C)cc1	1%	-27%
Cc1ccc(CCNC(=O)c2ccc3c(c2)N(Cc2cc(C)ccc2C)C(=O)c2ccccc2S3=O)cc1 (centres undefined)	2%	9%
CCOC(=O)c1ccc(NS(=O)(=O)c2ccc3c(c2)CCN3C(=O)CC)cc1	-18%	-20%
O=C(COc1ccccc1)Nc1ccc2nc(SCCOc3ccccc3)sc2c1	4%	16%
CCOc1ccc(CNC(=O)c2ccc(NC(=O)N3CCCCc4ccccc43)cc2)cc1	-4%	25%
Cc1cc(C)cc(NC(=O)Cn2nnc(C(=O)Nc3cc(C)cc(C)c3)c2N)c1	-2%	-14%
COc1ccc(CNS(=O)(=O)c2ccc(C(=O)N(C)C)s2)cc1	-6%	9%
COc1ccc(NC(=O)C2CCC(CNS(=O)(=O)c3csc(C(N)=O)c3)CC2)cc1 (centres undefined)	-5%	11%
COc1cccc(Nc2cc(C)nc3nc(-c4ccc(Cl)cc4)nn23)c1	-1%	0%
CCn1c(=O)cc(SCC(=O)NCc2cccc(Cl)c2)c2ccccc21	-15%	-56%
COc1cccc(-c2cc(C(F)(F)F)n3nc(-c4ccc(C)cc4)cc3n2)c1	-4%	9%
Cc1ccc(CNC(=O)c2ccc(Cn3c(=O)c4ccccc4n(CC(=O)Nc4c(C)cc(C)cc4C)c3=O)cc2)cc1	1%	13%
Cc1ccc(Cn2c(C(=O)O)c(CNCc3ccc(C)o3)c3ccc(C)cc32)cc1	5%	-7%
CCN(CCCNC(=O)c1cc2cc3ccc(C)cc3nc2s1)c1ccccc1	-14%	26%
CC(C)c1ccc(OC(=O)c2cc(-c3ccc(Cl)cc3)on2)cc1	-5%	0%
COc1cccc(C(=O)Nc2ccc3nc(SCc4ccc(C)cc4)sc3c2)c1	0%	0%
CCN(CC)CCNC(=O)c1ccc(-c2nc(CN3CCc4ccccc43)c(C)o2)cc1	1%	-24%
Cc1cc(C)cc(NC(=O)NCCn2nnc3cc(S(=O)(=O)N(C)C)ccc32)c1	-7%	13%
CC(=O)N1c2ccc(S(=O)(=O)N3CCCCCC3)cc2CC1C(=O)NCc1ccc(Cl)cc1 (centres undefined)	-1%	7%
CCOC(=O)Cn1c(=O)n(C2CCCCC2)c2nc(-c3ccccc3Cl)nc(C(N)=O)c21	-5%	1%

Given as comma-separated lines: entries from further up
SMILES,FLuc counter,BRCA1 expr act
Cc1ccc(N(CC(=O)Nc2ccc(C)c(F)c2)S(=O)(=O)c2c(C)n[nH]c2C)cc1,1%,-27%
Cc1ccc(CCNC(=O)c2ccc3c(c2)N(Cc2cc(C)ccc2C)C(=O)c2ccccc2S3=O)cc1 (centres undefined),2%,9%
CCOC(=O)c1ccc(NS(=O)(=O)c2ccc3c(c2)CCN3C(=O)CC)cc1,-18%,-20%

The listing picks up with the 5 entries that preceded the break.
SMILES	FLuc counter	BRCA1 expr act
COc1cccc(C(=O)Nc2ccc3nc(SCc4ccc(C)cc4)sc3c2)c1	0%	0%
CCN(CC)CCNC(=O)c1ccc(-c2nc(CN3CCc4ccccc43)c(C)o2)cc1	1%	-24%
Cc1cc(C)cc(NC(=O)NCCn2nnc3cc(S(=O)(=O)N(C)C)ccc32)c1	-7%	13%
CC(=O)N1c2ccc(S(=O)(=O)N3CCCCCC3)cc2CC1C(=O)NCc1ccc(Cl)cc1 (centres undefined)	-1%	7%
CCOC(=O)Cn1c(=O)n(C2CCCCC2)c2nc(-c3ccccc3Cl)nc(C(N)=O)c21	-5%	1%
CCc1ccc(-c2[nH]c3c(c2-c2c(-n4cccc4)n(C)c(=O)n(C)c2=O)c(=O)n(C)c(=O)n3C)cc1	-7%	-12%
CCOc1ccccc1NC(=O)C1CCC(CNS(=O)(=O)c2ccc3c(c2)CCCC(=O)N3)CC1 (centres undefined)	-13%	-9%
CCOc1ccccc1N(CC(=O)Nc1ccc(OC)c(Cl)c1)S(=O)(=O)c1ccccc1	-7%	-29%
COc1ccc2c(c1)c1c(c(=O)n(-c3cccc(C)c3)c(=O)n1CC(=O)N1CCCC1)n2C	-7%	-22%
CCOC(=O)CSc1nc2cc(OC)c(OC)cc2c2nc(-c3ccccc3)nn12	2%	0%
Cc1cc(C)c(NC(=O)C(C)n2c(=O)c(C(F)(F)F)nc3ccccc32)c(C)c1 (centres undefined)	0%	-4%
O=C(Nc1cccc(Cl)c1)c1cc(-c2ccc3c(c2)OCCO3)on1	0.48µM*	0%
Cc1ccc(Cl)cc1NC(=O)Cn1c(=O)c2ccccc2n2nncc12	0%	0%
CCOc1ccc(NC(=O)Cn2c(=O)n(CCC(=O)NCCc3ccccc3)c(=O)c3ccccc32)cc1	3%	11%
CCOC(=O)c1ccc(NC(=O)CCc2c(C)nc3cc(-c4ccc(OC)cc4OC)nn3c2C)cc1	-3%	25%
O=C(NCc1ccc(F)cc1)c1ccc2c(c1)N(Cc1ccc(F)cc1Cl)C(=O)CS2	-2%	3%
O=[N+]([O-])c1cc(-c2nc(-c3ccccc3)no2)ccc1N1CCOCC1	4%	-21%
COc1ccc2c(c1)c1c(c(=O)n(CCc3ccccc3)c(=O)n1Cc1ccc(F)cc1)n2C	-4%	-10%
O=C(Nc1cccc2cccnc12)c1ccccc1[N+](=O)[O-]	-13%	-1%
COc1cccc(-n2c(SCC(=O)Nc3cc(C)ccc3C)nc3c(oc4ccccc43)c2=O)c1	0%	-27%
Cc1ccc(C)c(N2CCN(C(=O)c3ccc4c(Cl)c5c(nc4c3)CCCC5)CC2)c1	-1%	15%
CCc1ccccc1Nc1nn2c(=O)c3ccc(C(=O)NC4CCC(C)CC4)cc3nc2s1 (centres undefined)	1%	-18%
Cc1nn(C(=O)c2ccccc2)c(C)c1S(=O)(=O)N1CCCCCC1	-12%	3%
CCOc1ccc(NC(=O)Cn2cc(S(=O)(=O)c3ccc(C)cc3)c(=O)c3cc(F)ccc32)cc1	-6%	0%
COc1ccc(-c2noc(CSc3nnc(-c4ccncc4)n3-c3ccc(OC)cc3)n2)cc1	-11%	24%
COc1ccc(-c2noc(-c3ccc(NC4CCCCC4)c([N+](=O)[O-])c3)n2)cc1	0%	8%
Cc1cc2oc(C(=O)Nc3cccc(-c4nc5ccccc5o4)c3)c(C)c2cc1Cl	-2%	0%
Cc1ccc(NC(=O)Cn2c(=O)n(CC(=O)NCCc3ccccc3)c(=O)c3ccccc32)cc1	5%	0%
CCC1CCc2nc3sc(C(=O)Nc4ccc(F)c(Cl)c4)c(N)c3cc2C1 (centres undefined)	-3%	1%
CCOC(=O)C1(C)C=C(Nc2cccc(C(=O)O)c2)C(=O)N1c1ccccc1 (centres undefined)	24µM*	?
CCOc1ccccc1NC(=O)CN1C(=O)COc2ccc(S(=O)(=O)Nc3ccccc3)cc21	-1%	-37%
CC(C)c1nn2c(=O)cc(COC(=O)COc3ccccc3F)nc2s1	-1%	19%
COCCNC(=O)c1ccc(-c2nc(CN3CCc4ccccc43)c(C)o2)cc1	-4%	-15%
CCOc1ccc(Nc2cc(C)c(C#N)c3nc4ccccc4n23)cc1	1%	10%
COc1ccc2c(c1)c(N1CCCC1=O)c(C(=O)Nc1ccc(Cl)cc1C)n2C	-2%	-24%

Reprinted at random: six records from the list, in no set order.
SMILES	FLuc counter	BRCA1 expr act
Cc1cc2oc(C(=O)Nc3cccc(-c4nc5ccccc5o4)c3)c(C)c2cc1Cl	-2%	0%
COc1ccc(-c2noc(-c3ccc(NC4CCCCC4)c([N+](=O)[O-])c3)n2)cc1	0%	8%
CCOC(=O)C1(C)C=C(Nc2cccc(C(=O)O)c2)C(=O)N1c1ccccc1 (centres undefined)	24µM*	?
CCOc1ccc(Nc2cc(C)c(C#N)c3nc4ccccc4n23)cc1	1%	10%
Cc1ccc(NC(=O)Cn2c(=O)n(CC(=O)NCCc3ccccc3)c(=O)c3ccccc32)cc1	5%	0%
CCOc1ccc(NC(=O)Cn2cc(S(=O)(=O)c3ccc(C)cc3)c(=O)c3cc(F)ccc32)cc1	-6%	0%

Nothing new here: two of the compounds above.
SMILES	FLuc counter	BRCA1 expr act
CCOc1ccc(Nc2cc(C)c(C#N)c3nc4ccccc4n23)cc1	1%	10%
COc1ccc2c(c1)c(N1CCCC1=O)c(C(=O)Nc1ccc(Cl)cc1C)n2C	-2%	-24%

Next structures.
SMILES	FLuc counter	BRCA1 expr act
COc1cccc(N2CCN(C(=O)c3cc4c(=O)oc5ccc(C)cc5c4s3)CC2)c1	2%	-15%
COc1ccc(-c2[nH]c3c(c2-c2c(-n4cccc4)n(C)c(=O)n(C)c2=O)c(=O)n(C)c(=O)n3C)cc1	-1%	-3%
COc1cc2ncc(C(=O)c3ccc(C)cc3)c(N3CCCCC3)c2cc1OC	?	-17%
Cc1ccc2c(c1)-c1c(cnn1CC(=O)N1CCN(c3ccccc3F)CC1)CO2	-2%	5%
CC(=O)c1ccccc1OCC(O)Cn1c(CO)nc2ccccc21 (centres undefined)	24µM*	32%
CC1=C(C(=O)Nc2ccccc2)C(c2ccncc2)n2nc(SCc3ccccc3Cl)nc2N1 (centres undefined)	-6%	0%
Cc1ccc(C)c(N2CCN(S(=O)(=O)c3cc(Br)cc4c3N(C(=O)C3CC3)CC4)CC2)c1	1%	-6%
COc1ccc(N2CCN(C(=O)c3c(C)oc4ncn(CC(C)C)c(=O)c34)CC2)cc1	3%	11%
Cc1ccc(-n2c3nc(=O)n(C)c(=O)c-3cc3ccccc32)c(C)c1	-6%	7%
CCS(=O)(=O)N1CCc2cc(C(=O)Nc3cccc(C)c3C)ccc21	-8%	2%
Fc1ccc(N2CCN(c3ncnc4c3nc3n4CCCC3)CC2)cc1	1%	-35%
Cc1ccc(Cl)cc1NC(=O)c1cc(S(=O)(=O)N2CCCCCC2)cn1C	-4%	6%
COc1cccc(NC(=O)Cn2c(=O)n(Cc3ccccc3)c(=O)c3c4c(sc32)CN(C(C)=O)CC4)c1	-1%	-44%
COc1ccc(CCNC(=O)c2c(O)nc3ccccn3c2=O)cc1	-12%	-29%
COc1cc(OC)c(N(C)C(=O)Cn2ncc3c(=O)oc4ccccc4c32)cc1Cl	-1%	11%
CCCN(CCC)C(=O)Cn1c(=O)n(-c2ccc(Cl)cc2)c(=O)c2c3c(sc21)CCCC3	3%	2%
Cc1ccc(CNC(=O)CN2C(=O)COc3ccc(S(=O)(=O)Nc4ccccc4)cc32)cc1	?	-10%
COc1ccc(OCC2c3cc(OC)c(OC)cc3CCN2C(=O)COc2ccc(Cl)cc2Cl)cc1 (centres undefined)	5%	-13%
COc1ccc(Br)cc1CNC(=O)CN1CCSc2ccccc21	-15%	0%
CCc1noc(-c2ccc(N3CCCCC3)c([N+](=O)[O-])c2)n1	?	7.1µM*
